# IP6K1 inhibitor: inhibitors of human IP6K1. activity change, % (series mostly up to about 58 µM). hit rate 0.81% among 140,000. IP6K1 kinase, ADP-Glo luminescence, 2 h; hits give low values; in the data active = activity change below about -25%
# Target sequence (Q92551 whole entry, looked up): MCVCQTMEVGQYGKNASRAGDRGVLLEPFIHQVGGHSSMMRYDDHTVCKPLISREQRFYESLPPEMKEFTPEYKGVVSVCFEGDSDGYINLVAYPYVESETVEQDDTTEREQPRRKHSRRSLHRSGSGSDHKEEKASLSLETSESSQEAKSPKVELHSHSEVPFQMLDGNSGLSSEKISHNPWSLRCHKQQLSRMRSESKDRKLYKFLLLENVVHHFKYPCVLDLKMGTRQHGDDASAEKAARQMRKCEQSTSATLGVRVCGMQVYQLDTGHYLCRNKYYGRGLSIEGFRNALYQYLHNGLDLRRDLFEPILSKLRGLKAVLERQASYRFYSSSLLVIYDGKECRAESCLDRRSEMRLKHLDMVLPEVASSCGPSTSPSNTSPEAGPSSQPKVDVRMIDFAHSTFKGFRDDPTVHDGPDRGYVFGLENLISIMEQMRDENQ
#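 ADP-Glo luminescence measures ADP made by human IP6K1 during a 2 h RT reaction with ATP/IP6 (mix at 1.3 mM/130 uM); top library doses 57.5 and 19.1 uM final.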
# 3T3 cytotox: kills NIH 3T3 cells. Potency, µM (highest dose often 96.7 µM), for inactives: at the highest dose activity change, negative = cytotoxicity, usual class: inhibitors. NIH 3T3 viability, CellTiter-Glo ATP luminescence, 48-72 h. hit rate 4.3% among 94,000; also: potency is read from the fitted curve at half-maximal effect; nearly all actives have a fitted effect of over 55% in size
#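 NIH 3T3 cells at 400 cells/well received 23 nL of compound by pintool and were incubated 48 or 72 h at 37 °C. Viability was read as ATP-coupled CellTiter-Glo luminescence.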
# GPT2 inhibitor: inhibitors of human GPT2 alanine aminotransferase | Q8TD30 | Recombinant GPT2, coupled pyruvate oxidase/HRP Amplex Red fluorescence | Potency, µM (titrated, usually from 57.7 µM), without a hit: top-dose activity change, negative = inhibition, most hits filed as inhibitors | hit rate 0.25% among 100,000 | AID 1671188; also: potency is read from the fitted curve at half-maximal effect; nearly all actives have a fitted effect of over 60% in size; many of its hits are not listed in these tables
# Target sequence (Q8TD30 whole entry, looked up): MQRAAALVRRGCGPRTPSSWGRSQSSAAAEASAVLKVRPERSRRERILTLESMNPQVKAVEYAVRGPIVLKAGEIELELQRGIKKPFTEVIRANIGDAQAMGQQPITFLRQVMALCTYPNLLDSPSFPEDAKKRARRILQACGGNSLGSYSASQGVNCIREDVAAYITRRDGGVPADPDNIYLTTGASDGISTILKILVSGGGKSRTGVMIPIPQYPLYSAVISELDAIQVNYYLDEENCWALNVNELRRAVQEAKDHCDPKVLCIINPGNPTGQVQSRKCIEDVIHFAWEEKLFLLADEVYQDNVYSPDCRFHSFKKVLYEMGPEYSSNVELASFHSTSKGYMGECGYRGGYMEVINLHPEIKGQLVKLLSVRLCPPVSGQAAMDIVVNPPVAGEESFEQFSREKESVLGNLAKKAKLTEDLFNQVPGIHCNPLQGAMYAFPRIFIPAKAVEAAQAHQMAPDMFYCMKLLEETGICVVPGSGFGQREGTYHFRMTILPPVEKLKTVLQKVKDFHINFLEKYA
#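 GPT2 10ng/uL, a-KG 250uM, L-Ala 2mM, HEPES pH7.5 + 0.0001% Tween; 30 min RT. Then Amplex mix (PO/HRP/ThPP), 30 min RT dark, fluorescence. AOA 50uM used as positive control.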
# SNCA expr inh: reduces expression of the alpha-synuclein gene | HEK-293 SNCA-luciferase knock-in, luminescence, 24 h | AID 1671194 | Potency, µM (doses to about 57.2 µM), for the others: at the highest dose activity change, negative = inhibition, usual class: inhibitors | hit rate 0.17% among 140,000;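 also: potency is read from the fitted curve at half-maximal effect; plate controls were DMSO cells for no effect and cell-free wells for full effect; nearly all actives have a fitted effect of over 45% in size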
# HEK293 tox: cytotoxic compounds in HEK 293 cells; Potency, µM (titrated, usually from 115 µM), for the others: top-dose activity change, negative = cytotoxicity, actives largely listed as inhibitors; AID 1345083; HEK 293 viability, ATP luminescence (CellTiter-Glo), 48-72 h; hit rate 6.6% among 94,000; also: potency is read from the fitted curve at half-maximal effect; nearly all actives have a fitted effect of over 60% in size
#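 HEK 293 seeded at 250 cells/well receive compound via pintool. After 48 or 72 hr at 37 degree Celsius, 5% CO2 and 95% humidity, CellTiter-Glo is dispensed and luminescence read following 10 min at room temperature.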
# SNCA viab count: cell viability loss counter-screen | hit rate 0.12% among 150,000 | AID 1671193 | Potency, µM (series often up to 57.1 µM), for the others: top-dose activity change, negative = cytotoxicity, most hits filed as cytotoxic | HEK-293-SNCA-luc viability, GF-AFC fluorescence, 24 h;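 also: potency is read from the fitted curve at half-maximal effect; 0% = DMSO-treated cells and -100% = medium-only wells without cells; nearly all actives have a fitted effect of over 30% in size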
#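 HEK-293-SNCA-luc cells (1500/well) plated 24 h, then exposed 24 h to a dilution series; GF-AFC added 30 min at 37C, fluorescence 405/540 nm; normalised to medium-only and DMSO wells, Hill fit.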
# Luciferase inh: Photinus pyralis luciferase inhibition; Potency, µM (doses to about 115 µM), without a hit: at the top dose activity change, negative = inhibition, actives largely listed as inhibitors; AID 1347043; purified P. pyralis luciferase, luminescence, biochemical; P08659; hit rate 2.5% among 76,000; also: potency is read from the fitted curve at half-maximal effect; nearly all actives have a fitted effect of over 65% in size
#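 Purified P. pyralis luciferase (10nM final) in 50mM Tris acetate pH 7.5, 10mM Mg acetate, 0.01% Tween-20, 0.05% BSA with 10uM D-luciferin and 10uM ATP. Compounds titrated qHTS. Luminescence imaged on CCD.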
# * hit, by the source's call; i = inactive; u = inconclusive; x = no result given; [ ] = dose if it differs, or a comment. Unless noted, calls follow the shape of the dose curve; as a rule, active = well fitted curve in the direction sought with a large enough effect; inconclusive = small, poorly fitted or top-dose-only effect, or another doubt; inactive = no such curve, though single readings can be large; an effect the other way counts as inactive or inconclusive. Unless noted, % is scaled to controls: 0 for no effect and ±100 for the full control effect.
# Results follow in this order: IP6K1 inhibitor, 3T3 cytotox, GPT2 inhibitor, SNCA expr inh, HEK293 tox, SNCA viab count, Luciferase inh
[1] O=C1CCN(C(=O)COc2ccccc2)CCCC(c2nc(-c3cccnc3)no2)CCN1 (stereo not drawn)
  6, -12%, -5%, 5%, -5%, 12%, -13%
[2] O=C1CC2CCCC(C1)N2C(=O)c1ccccc1F
  6, -3%[138 µM], -4%[88.5 µM], -28%[87.6 µM], -2%[172 µM], -4%[87.6 µM], 3%[172 µM]
[3] C#CCN(C)Cc1nc(C2(O)CCN(C(=O)C3CCCCC3)CC2)cs1
  7, -30%[174 µM], u, -37%[87.6 µM], -26%[172 µM], -1%[87.6 µM], -14%[172 µM]
[4] O=c1c2cnn(-c3ccc(F)cc3)c2ncn1Cc1cccc(Cl)c1
  25, x, x, 27%, x, 1%, x
[5] O=C(Nc1nnc(S(=O)(=O)N2CCCCCC2)s1)c1ccccc1Br
  6, x, x, 11%, x, 14%, x
[6] Cc1nn(-c2ccccc2)c2c1C(C(C)C)N(C1CCCN(C(=O)C(C)(C)C)C1)C2=O (stereo not drawn)
  5, -5%, x, x, u, x, x
[7] C#CCNC(=O)c1nc2cccnc2n(C2CC2)c1=O
  -8, -25%[138 µM], i, -1%[87.6 µM], -10%[172 µM], 7%[87.6 µM], x
[8] CNC(=O)c1c(I)c(NC(=O)CCCCC(=O)Nc2c(I)c(C(=O)O)c(I)c(C(=O)NC)c2I)c(I)c(C(=O)O)c1I
  -13, x, i, -8%[25.6 µM], x, 33%[23.9 µM], x
[9] O=C(CO)N1CCCC(N2CCN(c3cccc(C(F)(F)F)c3)CC2)C1 (stereo not drawn)
  2, u, 1%, -28%, u, 0%, 4%
[10] O=C(c1ccn[nH]1)N1CCC(Oc2ncccc2C(=O)N2CCCCC2)C1 (stereo not drawn)
  20, i, -9%, -4%, 0%, -4%, 0%
[11] c1cncc(-c2noc(C3CCCN(Cc4cc5n(n4)CCNC5)C3)n2)c1 (stereo not drawn)
  8, 1%, 0%, -5%, -9%, 5%, 3%
[12] CCCNC(=O)N(C1CCOCC1)C1CCN(C(=O)CCc2ccc(OC)cc2)CC1
  6, u, -9%, 0%, 4%, 2%, 9%
[13] COCC(=O)N1CCC(C(NC(=O)c2ccccc2)C(=O)N2CCCCC2)CC1 (stereo not drawn)
  12, -3%, -19%, -10%, -1%, 0%, -10%
[14] Cc1ccc(-c2ncc(NC(=O)c3ccc(Cl)s3)cn2)cc1
  -4, -8%, i, 148%[activator], -23%, -3%, -28%
[15] Cc1ccc(S(=O)(=O)c2nc(-c3ccco3)oc2SC(C)c2ccccc2)cc1 (stereo not drawn)
  -9, x, x, -12%, x, 10%, x
[16] Cc1ccc(CN(Cc2ccco2)C(=O)c2oc3c(C)c(C)ccc3c2C)cc1
  -29*, x, x, -6%, x, 1%, x
[17] Cc1ccc(NC(=O)c2c(NC(=O)C(F)(F)F)sc3c2CCCCC3)cc1
  -8, x, x, u, x, u, x
[18] c1cc(N[C@@H]2CCNC2)nc(-c2cnc3ccc(-c4cn[nH]c4)cn23)c1
  -39*, x, 5%, u, x, -40%, x
[19] COc1ccc(OCc2nc3c(n2Cc2ccccc2)C(=O)N(Cc2ccccc2)CCN3)cc1OC
  -3, u, -7%, -18%, u, -6%, -5%
[20] CNC(=O)[C@H]1C[C@H](Oc2cccnc2)CN1S(=O)(=O)c1ccc(F)cc1
  14, 2%, i, -6%, i, -18%, -11%
[21] CCCS(=O)(=O)N1C[C@@H](C(=O)NC)[C@H](c2n[nH]c(C)n2)C1
  22, -7%, -5%, 42%[activator], -2%, 2%, 3%
[22] CCOc1ccccc1NC(=O)c1ccc2c(c1)CCCN2S(C)(=O)=O
  -8, x, x, 10%, x, -6%, x
[23] CCNC(=O)N1CCC(Cc2ccc(C(=O)NCCc3c[nH]c4ccccc34)cc2)CC1
  13, 18µM*, -19%, 61%[activator], 25µM*, -17%, -16%
[24] O=C(O)C1(Oc2ccc3ncccc3c2)CCN(Cc2ncc[nH]2)CC1
  6, i, 4%, -13%, i, 4%, -6%
[25] Cc1ccc(-n2ncc(C(=O)NCCN3CCC(Cc4ccccc4)CC3)c2C2CCN(C(=O)OC(C)(C)C)CC2)cc1
  -12, x, x, u, x, u, x
[26] Cc1ccc(C(=O)N2CCC(C(=O)N3CCCCCCNC(=O)CC3)CC2)s1
  -7, -18%, 1%, 5%, -5%, 0%, -15%
[27] Cc1ccc(C(=O)N2CCN(C(=O)c3nnn4c3COC(c3ccc(Cl)cc3)C4)CC2)s1 (stereo not drawn)
  0, -13%, 1%, 16%, -1%, 6%, 5%
[28] CCC(C(C)O)n1ncn(-c2ccc(N3CCN(c4ccc(OCC5COC(Cn6cncn6)(c6ccc(F)cc6F)C5)cc4)CC3)cc2)c1=O (stereo not drawn)
  -4, x, u, x, x, u, x
[29] COc1ccc(-c2cc(C[C@H]3CNCC[C@H]3CC(=O)N3CCN(c4ccccc4OC)CC3)no2)cc1
  12, 14µM*, -27%, 1%, u, -15%, -10%
[30] COCC1CN(C2CCC2)CC12CCN(C(=O)c1ccc(OC)c(F)c1)CC2 (stereo not drawn)
  9, -20%, i, -12%, u, -10%, 3%

# Other records follow:
# Results follow in this order: IP6K1 inhibitor, 3T3 cytotox, GPT2 inhibitor, SNCA expr inh, HEK293 tox, SNCA viab count, Luciferase inh
[31] COCc1noc(CC2CCOC3(CCN(C(=O)c4cc5ccccc5[nH]4)CC3)C2)n1 (stereo not drawn)
  -14, u, 0%, -7%, u, -5%, -25%
[32] CSc1ccc(CCNS(=O)(=O)c2ccc3c(c2)C(C)(C)C(=O)N3C)cc1
  -13, x, x, -14%, x, -4%, x
[33] CC(C)NC(=O)N1Cc2ccccc2OC2(CCN(Cc3ccncc3)CC2)C1
  -1, u, -4%, -25%, -6%, 6%, x
[34] CN(C)C(=O)NC1CCCN(c2ccc3nnc(C4CC4)n3n2)C1 (stereo not drawn)
  0, -14%[138 µM], x, x, 3%[172 µM], x, x
[35] COc1ccc(CNC(=O)c2ccc(NC(=O)N3CCCCc4ccccc43)cc2)c(OC)c1
  7, x, x, u, x, -5%, x
[36] CCN(CC)c1ccc(C(=O)N2CCCC(n3cc(-c4nc(C(C)C)no4)nn3)C2)cc1 (stereo not drawn)
  3, u, i, -6%, u, -18%, -22%
[37] Cc1cccc(NC(=O)N2CCC3(CC2)CC(N(C(=O)c2ccccc2)C2CC2)CCO3)c1 (stereo not drawn)
  -4, -29%, 2%, 0%, u, -17%, -13%
[38] Cc1ccc(-n2nc3n(c2=O)CCN(C(=O)Cc2ccc(F)cc2)C3)cc1
  -3, -29%, i, -12%, u, -14%, -6%
[39] CCOc1ccc(-c2nc(C3CC(=O)N(c4ccc(OC)cc4)C3)no2)cc1 (stereo not drawn)
  5, 4%, i, 11%, 11%, 5%, 11%
[40] COc1ccccc1CNC(=O)c1ccc(N2CCCC2)c(NC(=O)NCc2ccc(F)cc2)c1
  14, x, x, -8%, x, 7%, x
[41] O=C(Nc1ncc(Cc2ccc(Cl)cc2)s1)c1ccc2c(c1)CC(c1ccccc1)OC2=O (stereo not drawn)
  -9, x, x, -25%, x, 1%, x
[42] Cn1nc(C(=O)NCc2cccnc2)c2c1CN(C(=O)C1CCCCC1)C2
  0, -7%, -23%, -4%, 4%, -10%, x
[43] COc1ccc(C(=O)NC[C@@H]2C=C(C)[C@H](CC(=O)N3CCOCC3)C[C@H]2C(C)C)cc1
  19, -27%[138 µM], 0%[88.5 µM], -1%[87.6 µM], -20%[172 µM], u, -13%[172 µM]
[44] O=[N+]([O-])c1cc(-c2nc(-c3ccncc3)no2)ccc1NCc1ccccc1
  38, x, x, 45%[activator], x, -24%, x
[45] O=C(NCCN1C(=O)C2(CCCCC2)C1c1ccccc1)C1CC=CC1 (stereo not drawn)
  2, -25%, i, -9%, u, 7%, x
[46] CCCCS(=N)(=O)CC[C@H](N)C(=O)O (stereo partly drawn)
  x, x, i, 29%, x, 0%, x
[47] COc1ccc(-c2ccc(C(=O)N3CCC(NC(=O)Nc4ccc(C)c(F)c4)CC3)cc2)nn1
  -5, -24%, x, x, -29%, x, x
[48] CNC(=O)C1CCC(Cn2c(=O)[nH]c3ccsc3c2=O)CC1 (stereo not drawn)
  23, x, x, -3%, x, -11%, x
[49] COc1ccccc1Nc1c2c(nc3ccc(NC(=O)c4cccc(OC)c4OC)cc13)CCCC2
  7, x, x, u, x, 16µM*, x
[50] O=C1CO[C@H]2CCN(Cc3ccccc3F)CC[C@@H]2N1CCN1CCCC1
  -2, u, -8%[88.5 µM], u, -15%[172 µM], -11%[87.6 µM], -1%[172 µM]
[51] Cc1cccc(CNC(=O)c2ccc(OC3CCN(CCc4ccccc4)CC3)cc2)n1
  0, u, i, u, u, -5%, -2%

# Random excerpt: 2 compounds from above
# Results follow in this order: IP6K1 inhibitor, 3T3 cytotox, GPT2 inhibitor, SNCA expr inh, HEK293 tox, SNCA viab count, Luciferase inh
[17] Cc1ccc(NC(=O)c2c(NC(=O)C(F)(F)F)sc3c2CCCCC3)cc1
  -8, x, x, u, x, u, x
[27] Cc1ccc(C(=O)N2CCN(C(=O)c3nnn4c3COC(c3ccc(Cl)cc3)C4)CC2)s1 (stereo not drawn)
  0, -13%, 1%, 16%, -1%, 6%, 5%

# Complete entries, quoted from the list. Screens in order: IP6K1 inhibitor	3T3 cytotox	GPT2 inhibitor	SNCA expr inh	HEK293 tox	SNCA viab count	Luciferase inh
# Record of O=C(Nc1nnc(S(=O)(=O)N2CCCCCC2)s1)c1ccccc1Br → 6	x	x	11%	x	14%	x
# Record of CC(C)NC(=O)N1Cc2ccccc2OC2(CCN(Cc3ccncc3)CC2)C1 → -1	u	-4%	-25%	-6%	6%	x
# Record of Cc1nn(-c2ccccc2)c2c1C(C(C)C)N(C1CCCN(C(=O)C(C)(C)C)C1)C2=O (stereo not drawn) → 5	-5%	x	x	u	x	x
# Record of CNC(=O)[C@H]1C[C@H](Oc2cccnc2)CN1S(=O)(=O)c1ccc(F)cc1 → 14	2%	i	-6%	i	-18%	-11%

# An excerpt (hit frequency here may not be typical).
